ANO1 activ – activates or potentiates the mouse TMEM16A chloride channel | HEK293 TMEM16A/YFP-H148Q/I152L, iodide quench fluorescence; stronger effect = lower value | 340,000 compounds, 0.3% hits | B-score at 10 µM | Q8BHY3;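 active means fluorescence-ratio B-score plate-corrected deviation score at least 3 library SD below zero, with starting fluorescence score within 5 deviations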;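 further: channel opened by trigger with iodide after compound preincubation; score built on the fluorescence ratio of max minus min over baseline; more negative score means more quench and so TMEM16A activation or potentiation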
Target sequence (Q8BHY3 whole entry, looked up): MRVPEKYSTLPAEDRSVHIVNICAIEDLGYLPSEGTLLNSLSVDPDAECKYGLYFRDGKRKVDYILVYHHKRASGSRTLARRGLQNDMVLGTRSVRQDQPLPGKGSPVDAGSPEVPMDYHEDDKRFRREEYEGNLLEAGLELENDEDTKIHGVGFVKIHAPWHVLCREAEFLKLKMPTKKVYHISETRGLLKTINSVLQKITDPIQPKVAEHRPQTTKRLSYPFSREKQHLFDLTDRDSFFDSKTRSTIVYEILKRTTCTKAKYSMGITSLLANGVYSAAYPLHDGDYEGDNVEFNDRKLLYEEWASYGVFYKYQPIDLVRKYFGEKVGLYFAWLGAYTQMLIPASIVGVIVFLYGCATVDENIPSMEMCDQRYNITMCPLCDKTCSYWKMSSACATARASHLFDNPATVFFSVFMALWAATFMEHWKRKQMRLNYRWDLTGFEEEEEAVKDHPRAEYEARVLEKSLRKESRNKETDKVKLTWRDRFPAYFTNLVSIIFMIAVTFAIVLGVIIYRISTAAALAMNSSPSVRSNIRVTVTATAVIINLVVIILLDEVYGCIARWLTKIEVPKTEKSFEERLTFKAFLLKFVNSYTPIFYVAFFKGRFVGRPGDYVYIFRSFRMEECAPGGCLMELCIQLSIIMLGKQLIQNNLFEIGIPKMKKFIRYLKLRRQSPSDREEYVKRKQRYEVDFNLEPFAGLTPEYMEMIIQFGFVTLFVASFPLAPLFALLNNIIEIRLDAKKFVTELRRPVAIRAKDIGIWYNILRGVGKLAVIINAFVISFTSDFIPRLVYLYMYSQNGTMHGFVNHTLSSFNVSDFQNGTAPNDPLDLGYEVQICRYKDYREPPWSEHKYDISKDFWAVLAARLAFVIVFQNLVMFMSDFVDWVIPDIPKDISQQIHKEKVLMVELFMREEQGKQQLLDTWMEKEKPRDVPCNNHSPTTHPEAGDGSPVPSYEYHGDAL
HDAC3 inh – blocks human histone deacetylase 3 | inhibition, % at 8.3 µM | recombinant HDAC3, fluorogenic peptide/trypsin coupled, fluorescence | 320,000 compounds, 0.15% hits | O15379; in the data active means inhibition above about 26%, passing the limit was not always enough
Active calls of the source: *; i = inactive; x = no result given. An excerpt; rates above refer to the full screens.

SMILES	ANO1 activ	HDAC3 inh
C[C@H](CO)N1C[C@H](C)[C@@H](CN(C)C(=O)Nc2ccc3c(c2)OCO3)Oc2ccc(NC(=O)Nc3ccc4c(c3)OCO4)cc2C1=O	x	-4
COc1ccc(NC(=O)Nc2cccc3c2O[C@H](CN(C)S(=O)(=O)c2ccc(OC)cc2)[C@@H](C)CN([C@H](C)CO)C3=O)cc1	x	0
CNC[C@H](Cc1cccc2ccccc12)NC[C@H](CCSC)NCC1CCC(C(C)(C)C)CC1 (stereo partly specified)	x	-5
CCN(C[C@H]1N[C@@](C)(C(=O)OC)[C@H]2C(=O)N(C)C(=O)[C@@H]12)S(=O)(=O)c1ccc(C(F)(F)F)cc1	x	4
Cc1ccc(S(=O)(=O)N2[C@@H](c3cccc(C)c3)C(C(=O)O)=C[C@H]2CC2CCCC2)cc1	x	8
COC(=O)[C@]1(Cc2ccccc2)N[C@H](CN(C)S(=O)(=O)c2ccc(F)cc2)[C@@H]2C(=O)N(Cc3ccccc3)C(=O)[C@@H]21	x	7
COc1ccc(OC)c(C=NNC(=O)c2ccc(NS(=O)(=O)c3cccs3)cc2)c1	x	2
CC(=O)OC[C@]12CC[C@H]3[C@@](C)(CC[C@H]4C(C)(C)CCC[C@]34C)[C@@H]1C[C@H](C1=CC(=O)O[C@H]1OC(C)=O)O2	x	4
CSc1nc(N)nc2c1ncn2CC(=O)Nc1ccc(C)c(C)c1	x	0
COc1ccc(CNC(=O)CC2C[C@H](C(=O)N3CCOCC3)[C@@]3(C)c4[nH]c5ccccc5c4CCN3C2=O)cc1OC (stereo partly specified)	x	0
CCN(C[C@H]1N[C@@](C)(C(=O)OC)[C@H]2C(=O)N(C)C(=O)[C@@H]12)S(=O)(=O)c1ccc(F)cc1	x	-2
CCN(C[C@H]1N[C@@](CC)(C(=O)OC)[C@H]2C(=O)N(C)C(=O)[C@@H]12)S(=O)(=O)c1ccc(C(F)(F)F)cc1	x	1
CCN(C[C@H]1N[C@@](C)(C(=O)OC)[C@H]2C(=O)N(C)C(=O)[C@@H]12)C(=O)Nc1ccc(C(F)(F)F)cc1	x	12
Cc1ccc(S(=O)(=O)N2[C@@H](c3ccc(C#N)cc3)C(C(=O)O)=C[C@H]2C(C)(C)C)cc1	x	4
O=C(CN1CCN(C(=O)CNC(=O)c2ccc3c(c2)OCO3)CC1)Nc1ccc(F)cc1	x	6
O=C(CCNC(=O)c1ccco1)Nc1nc(-c2ccccc2)cs1	x	7
COC(=O)[C@]1(C)N[C@H](CN(C)C(=O)Nc2ccc(Cl)cc2)[C@@H]2C(=O)N(C)C(=O)[C@@H]21	x	-7
Cc1noc(C)c1NC(=O)N(C)C[C@@H]1Oc2c(NC(=O)NC(C)C)cccc2C(=O)N([C@@H](C)CO)C[C@@H]1C	x	-10
CC[C@]12c3[nH]c4ccccc4c3CCN1C(=O)C(CC(=O)NCCN1CCOCC1)C[C@@H]2C(=O)N1CCN(C(=O)c2ccco2)CC1 (stereo partly specified)	x	-2
CCN(C[C@H]1N[C@@](Cc2ccccc2)(C(=O)OC)[C@H]2C(=O)N(Cc3ccccc3)C(=O)[C@@H]12)S(=O)(=O)c1ccc(-c2ccccc2)cc1	x	4
Cc1ccc([C@@H]2CC=C(C(=O)O)[C@H](c3cccc(F)c3)N2S(=O)(=O)c2ccccc2C)cc1	x	2
O=C(CC1C[C@H](C(=O)N2CCCCC2)[C@@]2(CCc3ccccc3)c3[nH]c4ccccc4c3CCN2C1=O)NCCC1=CCCCC1 (stereo partly specified)	x	-1
Cc1ccc([C@H]2C(C(=O)O)=CC[C@@H](c3cccs3)N2S(=O)(=O)c2ccc(C)cc2)cc1	x	1
CC[C@]12c3[nH]c4ccccc4c3CCN1C(=O)C(CC(=O)NCc1ccco1)C[C@@H]2C(=O)N1CCN(C(=O)C2CC2)CC1 (stereo partly specified)	x	1
Cc1ccc(C(=O)OC(C)C(=O)NC2CCCCC2)cc1S(=O)(=O)N1CCCCC1 (stereo unspecified)	i	x
O=C1NC(=S)SC1=Cc1ccccc1Cl	i	x
N#Cc1c(-c2ccc(Cl)cc2)c(-c2ccc(Cl)cc2)nn(CCO)c1=O	i	x
COc1cc(/C=C/C(=O)NNC(=O)c2cccc(S(=O)(=O)N(C)C)c2)cc(OC)c1OC	i	x
CCCN(CC)c1ncnc2[nH]ncc12	i	x
Cc1cccc(OC(C)C(=O)Nc2nc(-c3ccncc3)cs2)c1 (stereo unspecified)	i	x
COc1ccc(CC(=O)OCC(=O)Nc2ccc(F)cc2)cc1	i	x
O=c1[nH]cnc(O)c1Nc1cccc(Cl)c1	i	x
O=C(C=Cc1ccccc1)c1cc(Br)ccc1O	i	x
COC(=O)c1cc(NS(=O)(=O)c2cccs2)cc(NS(=O)(=O)c2cccs2)c1	i	x
CN(C)c1nc(=NCc2cccs2)ss1	i	x
CC1(CO)COC2(OC1)C(=O)Nc1ccccc12 (stereo unspecified)	i	x
CC(=O)N1CCC(=NNS(=O)(=O)c2cccc([N+](=O)[O-])c2)CC1	i	x
CCOc1ccc(NC(=O)CN(C)C(=O)c2cc([N+](=O)[O-])ccc2Sc2ccccc2)cc1OCC	i	x
COc1ccc(NC(=O)c2cnc3ccccn3c2=O)c(OC)c1	i	x
CCCc1cc(CN2CCOCC2)c(O)c(CN2CCOCC2)c1O	i	x

Record cards, as listed above. Order of screens: ANO1 activ, HDAC3 inh
Cc1cccc(OC(C)C(=O)Nc2nc(-c3ccncc3)cs2)c1 (stereo unspecified) is listed as i, x
Cc1ccc(C(=O)OC(C)C(=O)NC2CCCCC2)cc1S(=O)(=O)N1CCCCC1 (stereo unspecified) is listed as i, x
O=c1[nH]cnc(O)c1Nc1cccc(Cl)c1 is listed as i, x
COc1ccc(NC(=O)c2cnc3ccccn3c2=O)c(OC)c1 is listed as i, x

Additional results follow.
SMILES	ANO1 activ	HDAC3 inh
CC(CC(=O)c1ccc(F)cc1)N1CCN(c2ccccc2)CC1 (stereo unspecified)	i	x
Cn1c(N)cc(=O)[nH]c1=S	i	x
O=C(NC1CCN(Cc2ccccc2)CC1)c1cc(S(=O)(=O)N2CCOCC2)ccc1Cl	i	x
CC(C)c1cc(N=O)cc(C(C)C)c1O	i	x
COc1ccc(C(CNC(=O)COc2ccc(F)cc2Cl)N2CCOCC2)cc1 (stereo unspecified)	i	x
NC1=CC(=O)C(=O)c2ccccc21	i	x
COC(=O)[C@H](Cc1ccccc1)NCCCn1cnc(C(=O)Nc2ccc(C)c(C)c2)n1	i	x
COc1ccc(CCNC(=O)CCc2ccccc2O)cc1OC	i	x
CCOC(=O)N1CCN(C(=O)COC(=O)c2ccc([N+](=O)[O-])cc2Cl)CC1	i	x
CC(O)C(NS(=O)(=O)c1ccc(Cl)cc1)C(=O)OCC(=O)c1ccc2c(c1)NC(=O)CO2 (stereo unspecified)	i	x
C#CCOCCOCCOCCNc1nc(N2CCN(C(=O)Cn3cc(CCCN=C(N)N)nn3)CC2)nc(N2CCN(C(=O)Cn3cc(CC(C)O)nn3)CC2)n1 (stereo unspecified)	i	x
CC(NC(=O)COC(=O)C1CCCCC1)c1ccccc1 (stereo unspecified)	i	x
COc1cc(CNC(=O)c2cnccn2)cc(OC)c1	i	x
COc1ccc(C=CC(=O)c2ccc(OC)c(OC)c2O)cc1OC	i	x
CCOC(=O)/C(=C/c1ccc(OC(F)F)cc1)C1=Nn2c(nnc2-c2ccc(Cl)cc2)SC1	i	x
O=C(O)c1ccc(NC(C(=O)c2ccccc2)c2ccccc2)cc1 (stereo unspecified)	i	x
COc1ccc(S(=O)(=O)N(C)C)cc1NC(=O)c1ccc2c(c1)OCCO2	i	x
CCOC(=O)c1ccc(-c2c(C)cc3oc(=O)cc(-c4ccccc4)c3c2C)cc1	i	x
Cc1onc(-c2c(F)cccc2Cl)c1C(=O)N1CCCC1	i	x
CCCCN(C(=O)c1cc(CN2C(=O)c3ccccc3C2=O)ccc1OC)c1c(N)n(CC(C)C)c(=O)[nH]c1=O	i	x
Cc1nc(SCC(=O)N(CC(C)C)C2CCS(=O)(=O)C2)c(C#N)c(C)c1C (stereo unspecified)	i	x
CCCn1c(SCC(=O)Nc2cc(C(=O)O)ccc2C)nc2sc3c(c2c1=O)CCC3	i	x
CCOC(=O)Nc1nc2ccc(Cn3cccc3)cc2[nH]1	i	x
O=C1NC(=O)C(Cc2ccccc2)(c2ccccc2)N1 (stereo unspecified)	i	x
CN(C)C(=S)NC(=S)Nc1ccc2ccccc2c1	i	x
Cc1ccc(CC(=O)NNC(=O)c2cccs2)cc1C	i	x
Cc1ccc(-n2cnc3c(=O)[nH]cnc32)cc1	i	x
COc1ccc(CC(=O)Nc2nnc(CC(C)C)s2)cc1S(=O)(=O)N1CCOCC1	i	x
CCCCC(CCc1ccccn1)C(=O)c1ccccc1 (stereo unspecified)	i	x
CCOC(=O)c1ccc(NC(=O)CN2CCN(CCN=CC3=C(O)CC(C)(C)CC3=O)CC2)cc1	i	x
COc1ccc(C=NNc2nc3ccccc3s2)cc1	i	x
C(=NN=C1c2ccccc2-c2ccccc21)c1c[nH]c2ccccc12	i	x
NC(=O)C1C2CCC(C2)C1C(N)=O (stereo unspecified)	i	x
COC(=O)c1ccc2cc(OC)cc([N+](=O)[O-])c2n1	i	x
CC(CNC(=O)CN1C(=O)NC2(CCCCC2C)C1=O)c1ccccc1 (stereo unspecified)	i	x
CC(=O)c1c(C)[nH]c(C(=O)CN2C(=O)NC3(CCCCC3C)C2=O)c1C (stereo unspecified)	i	x
Nc1o[nH]c(=O)c1C1CCCCC1	i	x
Cc1ccc(C2(C)NC(=O)N(CC(=O)N3CCN(S(=O)(=O)c4ccccc4[N+](=O)[O-])CC3)C2=O)cc1 (stereo unspecified)	i	x
CC(=O)Nc1ccc(NC(=O)C(C)OC(=O)CN2C(=O)C3CCCCC3C2=O)cc1 (stereo unspecified)	i	x
COc1ccccc1NOC(=O)CCOc1ccccc1	i	x
Cc1ccc(NC(=O)CCS(=O)(=O)c2ccccc2)cc1S(=O)(=O)N1CCCCCC1	i	x
CCC(C)(C)C1CCC2(CC1)NC(=O)N(CC(=O)NC(C)CCc1ccccc1)C2=O (stereo unspecified)	i	x
COc1ccc2[nH]c3c(C)c4cc[n+](C)cc4c(C)c3c2c1	i	x
CCN1CCN(S(=O)(=O)c2ccc(Cl)c(C(=O)N(C)Cc3ccco3)c2)CC1	i	x
COc1ccc(-c2ccc(OC)c(OC)c2OC)c(OC)c1OC	i	x
C=CCc1cc(CN2CC(C)OC(C)C2)c(O)c(OC)c1 (stereo unspecified)	i	x
O=C(O)c1cc(S(=O)(=O)Nc2cccc(S(=O)(=O)N3CCCC3)c2)ccc1Cl	i	x
O=C1NCCN1c1ccccc1	i	x
ON=C(CCc1ccccc1)CCc1ccccc1	i	x
Oc1ccccc1C1SC(c2ccccc2O)SC(c2ccccc2O)S1 (stereo unspecified)	i	x
COc1cc2c3c(c1OC)-c1cc4c(cc1CC3(C#N)N(C(=O)c1ccccc1)CC2)OCO4 (stereo unspecified)	i	x
O=C(CNC(=O)OCc1ccccc1)NCC(=O)Oc1ccc([N+](=O)[O-])cc1	i	x
O=C(CNc1ccc(Cl)c(C(F)(F)F)c1)N1CCN(S(=O)(=O)c2ccccc2)CC1	i	x
CC(=O)Nc1cccc(OCCOc2cccc([N+](=O)[O-])c2)c1	i	x
CCN1CC(C)(C)N(C(=O)c2ccccc2)CC1(C)C	i	x
O=C(O)c1cc2cc(Cl)ccc2[nH]1	i	x
COCCN(C(=O)COC(=O)/C=C/c1cccc(OC)c1)c1c(N)n(CC(C)C)c(=O)[nH]c1=O	i	x
O=C(O)C1(Nc2ccccc2Cl)CCCC1	i	x
COc1cc(N2CCC(O)CC2)ccc1Nc1nnc(Cl)c(Nc2ccccc2S(C)(=O)=O)n1	i	x
CCN(CC(=O)Nc1ccc(NC(C)=O)cc1)C(=O)c1ccc(N(C)S(=O)(=O)c2ccc(C)cc2)cc1	i	x

A different layout for part of the listing above:
| Structure | ANO1 activ | HDAC3 inh |
| --- | --- | --- |
| NC(=O)C1C2CCC(C2)C1C(N)=O (stereo unspecified) | i | x |
| COC(=O)c1ccc2cc(OC)cc([N+](=O)[O-])c2n1 | i | x |
| CC(CNC(=O)CN1C(=O)NC2(CCCCC2C)C1=O)c1ccccc1 (stereo unspecified) | i | x |
| CC(=O)c1c(C)[nH]c(C(=O)CN2C(=O)NC3(CCCCC3C)C2=O)c1C (stereo unspecified) | i | x |
| Nc1o[nH]c(=O)c1C1CCCCC1 | i | x |
| Cc1ccc(C2(C)NC(=O)N(CC(=O)N3CCN(S(=O)(=O)c4ccccc4[N+](=O)[O-])CC3)C2=O)cc1 (stereo unspecified) | i | x |

(further entries)
SMILES	ANO1 activ	HDAC3 inh
CCN1/C(=C/c2ccc3cc(C)ccc3[n+]2CC)Sc2cc(C)c(C)cc21	i	x
Cn1c(=O)c2[nH]c(SCCN3CCCCC3)nc2n(C)c1=S	i	x
O=C(NN=C1CCC(=NNC(=O)c2ccccn2)CC1)c1ccccn1	i	x
COc1ccc(C(=O)N2CCN(c3cccc(C)c3C)CC2)cc1S(=O)(=O)NC1CC1	i	x
Cc1ccc(S(=O)(=O)N2CCOCC2)cc1NC(=O)CN1C(=O)CN(C)C1=O	i	x
CC(NC(=O)CN1CCN(CC(=O)Nc2ccccc2Cl)CC1)c1ccc(Br)cc1 (stereo unspecified)	i	x
O=C(N/N=C/c1coc2ccccc2c1=O)c1cc(O)cc(O)c1	i	x
O=[N+]([O-])c1ccc(N2CCOCC2)cc1	i	x
CC(=O)Nc1ccc(NC(=O)Cc2ccc(S(=O)(=O)N3CCCCC3)cc2)cc1	i	x
[O-][N+](=C(c1ccccc1)c1ccccc1)c1ccccc1	i	x
O=C(COC(=O)COc1ccc(Cl)cc1)Nc1ncc(Br)s1	i	x
Cn1c(=O)c2c(nc(SCCN3CCOCC3)n2Cc2ccc(Cl)cc2)n(C)c1=O	i	x
NC(=O)C1CCCN(C(=O)CNC(=O)C23CC4CC(CC(C4)C2)C3)C1 (stereo unspecified)	i	x
CCOc1ccc(Oc2ccc(NC(=O)CSc3nncn3C)cc2)cc1	i	x
